Myeloid diff 2 = promotes myeloid progenitor differentiation; actives 1% (n = 360,000); ER-HoxA9 myeloid progenitors, lysozyme-GFP differentiation, flow cytometry; calls only at 10 µM;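 active = normalized GFP-positive differentiation at or above the plate's own cutoff, the solvent-only control mean plus 3 SD; inconclusive = no clear call, values can overlap the other calls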;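 also: cells exposed to compound for four days before flow analysis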
RSV CPE inhibition = RSV antiviral activity via CPE protection, HEp-2 cells, primary 10 µM value included (AID 2391); HEp-2 cells, RSV-induced CPE inhibition; higher % means a stronger effect; CPE inhibition, % at 10 µM; hits with a dose series show IC50 in µM; actives 0.13% (n = 310,000); in the data active = a potency from the dose series; inconclusive = CPE inhibition mostly from about 23% at the one dose, without a potency; inactive = the rest, 99 in 100 with CPE inhibition below about 21%; also: strong numbers were not always called active
SV40 large T antigen = TAg ATPase/helicase activity blockers – biochemical (AID 1903) | SV40 large T antigen ATPase/helicase inhibition assay; higher % means a stronger effect | inhibition, % at 20 µM, or IC50 in µM where a hit was titrated | actives 0.39% (n = 310,000); in the data active = a potency from the dose series; inconclusive = inhibition mostly from about 32% at the one dose, without a potency; inactive = the rest, 99 in 100 with inhibition below about 32%; also: strong numbers were not always called active
MgcRacGAP inhibition = MgcRacGAP GTPase-activating activity inhibitors, confirmation, biochemical, ADP Hunter fluorescence; inhibition, % at 30 µM; hits with a dose series show IC50 in µM; MgcRacGAP-stimulated Rac1 GTP hydrolysis, ADP Hunter fluorescence; higher % means a stronger effect; GST-tagged Rac1 F28L mutant substrate; actives 0.6% (n = 340,000); AID 624330;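 active = first-screen hits whose inhibition reached a set limit at any dose in the follow-up dose series; inconclusive = inhibition above the set first-screen limit but never retested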;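 also: fluorescence reports GDP produced by GAP-driven GTP hydrolysis; strong numbers were not always called active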
TNAP activation fold = stimulation of alkaline phosphatase TNAP activity – biochemical, luminescent, no phosphate acceptor, uHTS, primary screen (AID 1001); purified TNAP, luminescent activation assay, no phosphate acceptor; higher activation fold means a stronger effect; activation fold at 20 µM; hits with a dose series show EC50 in µM; actives 0.03% (n = 200,000); in the data active = activation fold from about 3, or a potency from the dose series; inactive = the rest, 99 in 100 with activation fold below about 1.6; also: many of its hits are not listed in these tables
UTI89 phage lysis = inhibition of K1F phage lysis, E. coli UTI89, bacterial capsule biogenesis inhibitors, alamar blue (AID 488966). E. coli UTI89 K1F phage lysis, alamar blue, 2 h; higher % means a stronger effect. inhibition, % at 100 µM, or IC50 in µM where a hit was titrated. actives 0.02% (n = 340,000);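 active = phage lysis inhibition, versus mean bacterial control, above a set limit; inconclusive = no clear call, values can overlap the other calls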;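 also: capsule biogenesis inhibitors block K1F phage lysis so surviving cells raise fluorescence; higher fluorescence means more inhibition of phage lysis; actives were called in the ten point dose series up to 300 µM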
PhoP inhibition = inhibitors of PhoP regulon expression, primary screen, Salmonella Typhimurium, GFP reporter (AID 1863); inhibition, % at 50 µM; hits with a dose series show IC50 in µM; S. Typhimurium PhoP-regulated promoter GFP reporter, 4 h; higher % means a stronger effect; actives 0.16% (n = 300,000);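 active = inhibition over 29.93%, a cutoff 3 SD above the screen mean, later confirmed by dose response; inconclusive = inhibition over 29.93% but no dose response follow-up; inactive = inhibition at most 29.93% or unconfirmed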;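 also: 0% = low Mg2+ inducing control and 100% = high Mg2+ repressing control; strong numbers were not always called active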
NTR1 ag = agonists of NTR1, primary screen, imaging, U2OS cells, beta-arrestin-GFP, high content (AID 493036). actives 0.17% (n = 330,000). NTR1-U2OS beta-arrestin-GFP spot imaging, agonist mode. P30989. activation, % at 20 µM;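 active = activation at or above 40% of the spot to cytoplasm intensity ratio, with at least 20 cells analyzed; inconclusive = wells under 20 cells, flagged as cytotoxic or low count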;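 also: 0% = DMSO without peptide and 100% = 100 nM NTR1 peptide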
Target sequence (P30989 whole entry, looked up): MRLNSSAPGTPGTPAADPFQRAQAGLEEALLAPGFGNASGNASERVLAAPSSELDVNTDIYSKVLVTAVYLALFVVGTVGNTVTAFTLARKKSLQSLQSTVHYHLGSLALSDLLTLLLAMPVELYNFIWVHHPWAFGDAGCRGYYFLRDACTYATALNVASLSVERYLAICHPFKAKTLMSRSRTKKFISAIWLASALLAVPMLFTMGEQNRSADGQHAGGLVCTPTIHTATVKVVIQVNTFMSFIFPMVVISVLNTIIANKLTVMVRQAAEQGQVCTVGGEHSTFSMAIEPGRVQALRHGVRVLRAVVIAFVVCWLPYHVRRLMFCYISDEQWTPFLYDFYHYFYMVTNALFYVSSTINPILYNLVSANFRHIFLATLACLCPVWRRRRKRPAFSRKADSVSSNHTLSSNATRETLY
T cell modulator = T cell immune modulation candidate. actives 0.068% (n = 330,000). calls only at 7 µM. 2C CD8+ T cell-vesicle binding, flow cytometry; active compounds read low;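 active = response, share of CD8 T cells binding vesicles, and their 90th percentile fluorescence all below set limits, cut at about 80% in these data, passing the limit was not always enough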
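material = purified 2C TCR transgenic mouse naive CD8+ T cells | controls = Unloaded micro-vesicles (low), QL9 vesicles with 0.7% DMSO (high) | detection = cytometric PE anti-B7-1 and Alexa647 anti-CD8 signals after 1% paraformaldehyde fixation | incubation = binding step 1.5 h, 37 °C, antibody labelling 20 min, ice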
T cell modulator vesicle-bound % = recorded beside T cell modulator, whose call it bears; double positive events, %; measured here: CD8+ vesicle-bound cell fraction;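 binding gate set so that unloaded-vesicle control wells show 10% double positive cells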
NTR1 ag cell count 20 µM = recorded beside NTR1 ag, whose call it bears; cell count; measured here: cell count, cytotoxicity flag
Myeloid diff 2 GFP+ MAC1+ % = further read-out of Myeloid diff 2, marked with its call; GFP+ MAC1+ double positive, %; measured here: differentiation confirmed by MAC1 staining
Active calls of the source: *; [ ] = remark or other dose.

How did CCN(CC)S(=O)(=O)c1ccc2c(c1)c(=O)c(C(=O)NCc1ccc3c(c1)OCO3)cn2C do in these assays?
RSV CPE inhibition: 8.1%; SV40 large T antigen: 8.5%; TNAP activation fold: 1; PhoP inhibition: -0.3%; NTR1 ag: -1.3; T cell modulator: inactive; T cell modulator vesicle-bound %: 53.7; NTR1 ag cell count 20 µM: 73

Results for CC(=O)NC1(C(F)(F)F)C(=O)Nc2c1c(=O)[nH]c(=O)n2Cc1ccco1 (stereo not given) ?
Myeloid diff 2: inactive; RSV CPE inhibition: 1.1%; SV40 large T antigen: 6.2%; MgcRacGAP inhibition: 3.4%; TNAP activation fold: 1.1; UTI89 phage lysis: 1.8%; PhoP inhibition: -3.0%; NTR1 ag: -1.0; T cell modulator: inactive; T cell modulator vesicle-bound %: 56.5; NTR1 ag cell count 20 µM: 49; Myeloid diff 2 GFP+ MAC1+ %: 0.9

What do the screens show for `O=C(CSc1nnc(-c2cnccn2)n1Cc1ccco1)c1ccc2ccccc2c1`?
Myeloid diff 2: inactive; RSV CPE inhibition: 0.8%; SV40 large T antigen: 19.6%; MgcRacGAP inhibition: 14.6%; TNAP activation fold: 1; UTI89 phage lysis: 1.1%; PhoP inhibition: -5.2%; NTR1 ag: 2.1; T cell modulator: inactive; T cell modulator vesicle-bound %: 30.2; NTR1 ag cell count 20 µM: 91; Myeloid diff 2 GFP+ MAC1+ %: 0.9

What do the screens show for `O=C(c1ccc(Cl)cc1)c1ccc(OCC(O)CN2CCOCC2)cc1` (stereo not given)?
Myeloid diff 2: inactive; RSV CPE inhibition: -0.8%; SV40 large T antigen: -2.0%; MgcRacGAP inhibition: -2.0%; TNAP activation fold: 1.1; UTI89 phage lysis: 1.0%; PhoP inhibition: -3.8%; NTR1 ag: 2.8; T cell modulator: inactive; T cell modulator vesicle-bound %: 34.1; NTR1 ag cell count 20 µM: 41; Myeloid diff 2 GFP+ MAC1+ %: 0.9

How did CCN1C(=O)CSc2ccc(C(=O)NCc3ccccc3)cc21 do in these assays?
Myeloid diff 2: inactive; RSV CPE inhibition: 0.0%; SV40 large T antigen: -1.8%; MgcRacGAP inhibition: 1.4%; UTI89 phage lysis: 0.0%; PhoP inhibition: 5.1%; NTR1 ag: 0.2; T cell modulator: inactive; T cell modulator vesicle-bound %: 28.8; NTR1 ag cell count 20 µM: 71; Myeloid diff 2 GFP+ MAC1+ %: 3.8

Results for CN(CC(=O)Nc1cccc(F)c1)C(=O)c1ccc(-c2ccc(Cl)cc2)o1 ?
Myeloid diff 2: inactive; RSV CPE inhibition: 42.0%; SV40 large T antigen: 10.6%; MgcRacGAP inhibition: 11.3%; UTI89 phage lysis: -0.9%[50 µM]; PhoP inhibition: 1.8%; NTR1 ag: 0.9; T cell modulator: inactive; T cell modulator vesicle-bound %: 38.5; NTR1 ag cell count 20 µM: 59; Myeloid diff 2 GFP+ MAC1+ %: 1.3

Results for O=C(NNC(=O)c1cc(-c2ccccc2Cl)nc2ccccc12)c1csc(N2CCOCC2)n1 ?
Myeloid diff 2: inactive; RSV CPE inhibition: -1.0%; SV40 large T antigen: 12.9%; MgcRacGAP inhibition: 6.4%; UTI89 phage lysis: 0.7%[50 µM]; PhoP inhibition: 11.9%; NTR1 ag: 0.2; T cell modulator: inactive; T cell modulator vesicle-bound %: 7.2; NTR1 ag cell count 20 µM: 63; Myeloid diff 2 GFP+ MAC1+ %: 0.9

What do the screens show for `Cc1ccc(CNC(=O)C2CC(c3ccccc3C(F)(F)F)=NO2)cc1` (stereo not given)?
Myeloid diff 2: inactive; RSV CPE inhibition: 8.3%; SV40 large T antigen: 4.2%; MgcRacGAP inhibition: 2.4%; UTI89 phage lysis: 0.5%; PhoP inhibition: -1.5%; NTR1 ag: 30.5; T cell modulator: inactive; T cell modulator vesicle-bound %: 4.0; NTR1 ag cell count 20 µM: 106; Myeloid diff 2 GFP+ MAC1+ %: 0.7

How did CC1CC(C)(C)NC(=S)N1CC(=O)NCc1ccc(Cl)cc1 (stereo not given) do in these assays?
Myeloid diff 2: inactive; RSV CPE inhibition: 0.7%; SV40 large T antigen: 10.5%; MgcRacGAP inhibition: 2.2%; TNAP activation fold: 1.2; UTI89 phage lysis: -2.5%; PhoP inhibition: -1.1%; NTR1 ag: -0.2; T cell modulator: inactive; T cell modulator vesicle-bound %: 14.3; NTR1 ag cell count 20 µM: 43; Myeloid diff 2 GFP+ MAC1+ %: 0.3

What do the screens show for `COc1ccc(C2CC(c3ccc(Cl)cc3Cl)Nc3nc(N)nn32)cc1` (stereo not given)?
Myeloid diff 2: inactive; RSV CPE inhibition: 0.8%; SV40 large T antigen: 10.2%; MgcRacGAP inhibition: 10.4%; TNAP activation fold: 1.1; UTI89 phage lysis: 4.5%; PhoP inhibition: -0.4%; NTR1 ag: 5.4; T cell modulator: inactive; T cell modulator vesicle-bound %: 47.1; NTR1 ag cell count 20 µM: 47; Myeloid diff 2 GFP+ MAC1+ %: 2.1

Results for CCn1c(CSc2nc3ccccc3s2)nnc1SCC(N)=O ?
Myeloid diff 2: inactive; RSV CPE inhibition: 1.3%; SV40 large T antigen: -4.1%; MgcRacGAP inhibition: 7.6%; TNAP activation fold: 1.1; UTI89 phage lysis: 1.8%; PhoP inhibition: -5.5%; NTR1 ag: 0.7; T cell modulator: inactive; T cell modulator vesicle-bound %: 17.8; NTR1 ag cell count 20 µM: 61; Myeloid diff 2 GFP+ MAC1+ %: 5.7

How did CCN(CC)C(=S)NC(=O)c1cccnc1 do in these assays?
Myeloid diff 2: inactive; RSV CPE inhibition: 4.0%; SV40 large T antigen: 21.8%; MgcRacGAP inhibition: 7.7%; TNAP activation fold: 1.1; UTI89 phage lysis: 0.2%; PhoP inhibition: 6.4%; NTR1 ag: -0.2; T cell modulator: inactive; T cell modulator vesicle-bound %: 61.0; NTR1 ag cell count 20 µM: 42; Myeloid diff 2 GFP+ MAC1+ %: 0.2

What do the screens show for `CC(=O)Nc1ccc(OCCOc2ccc([N+](=O)[O-])cc2)cc1`?
Myeloid diff 2: inactive; RSV CPE inhibition: 0.6%; SV40 large T antigen: 0.7%; MgcRacGAP inhibition: 11.4%; UTI89 phage lysis: 0.1%; PhoP inhibition: 5.5%; NTR1 ag: -0.9; T cell modulator: inactive; T cell modulator vesicle-bound %: 49.2; NTR1 ag cell count 20 µM: 80; Myeloid diff 2 GFP+ MAC1+ %: 0.3

How did COc1ccccc1CNC(=O)CCC1N=C2c3ccccc3N=C(SCC(=O)NCC3CCCO3)N2C1=O (stereo not given) do in these assays?
Myeloid diff 2: inactive; RSV CPE inhibition: 2.1%; SV40 large T antigen: 9.8%; MgcRacGAP inhibition: 7.0%; UTI89 phage lysis: 1.4%; PhoP inhibition: -6.9%; NTR1 ag: 0.4; T cell modulator: inactive; T cell modulator vesicle-bound %: 42.5; NTR1 ag cell count 20 µM: 63; Myeloid diff 2 GFP+ MAC1+ %: 1.9

What do the screens show for `CCOC(=O)c1ccc(N2C(=O)C3CCOc4ccccc4C32)cc1` (stereo not given)?
Myeloid diff 2: inactive; RSV CPE inhibition: -1.1%; MgcRacGAP inhibition: 1.0%; UTI89 phage lysis: -0.5%; NTR1 ag: -1.3; T cell modulator: inactive; T cell modulator vesicle-bound %: 56.7; NTR1 ag cell count 20 µM: 62; Myeloid diff 2 GFP+ MAC1+ %: 2.4

Results for CC(=O)c1ccc(NC(=O)/C=C/c2ccc(C)cc2)cc1 ?
Myeloid diff 2: inactive; RSV CPE inhibition: inconclusive; SV40 large T antigen: 14.1%; MgcRacGAP inhibition: 3.0%; TNAP activation fold: 1.1; UTI89 phage lysis: 0.1%; PhoP inhibition: -12.3%; NTR1 ag: 0.9; T cell modulator: inactive; T cell modulator vesicle-bound %: 42.6; NTR1 ag cell count 20 µM: 60; Myeloid diff 2 GFP+ MAC1+ %: 0.1

What do the screens show for `COc1ccc(CCNC(=O)C(=O)NCc2ccccn2)cc1`?
Myeloid diff 2: inactive; RSV CPE inhibition: -0.3%; SV40 large T antigen: 14.5%; MgcRacGAP inhibition: 1.5%; TNAP activation fold: 1; UTI89 phage lysis: -0.3%[50 µM]; PhoP inhibition: -2.6%; NTR1 ag: 0.0; T cell modulator: inactive; T cell modulator vesicle-bound %: 48.3; NTR1 ag cell count 20 µM: 43; Myeloid diff 2 GFP+ MAC1+ %: 1.2

How did CCCc1cc(=O)oc2c3c(cc(OCC(=O)N[C@@H](CSC)C(=O)O)c12)OC(C)(C)CC3 do in these assays?
Myeloid diff 2: inactive; RSV CPE inhibition: 0.8%; SV40 large T antigen: 0.2%; MgcRacGAP inhibition: 7.3%; UTI89 phage lysis: 1.4%[50 µM]; PhoP inhibition: 11.6%; NTR1 ag: 1.2; T cell modulator: inactive; T cell modulator vesicle-bound %: 35.6; NTR1 ag cell count 20 µM: 91; Myeloid diff 2 GFP+ MAC1+ %: 0.2

How did Clc1ccc(-c2noc(CN3CCCC3)n2)cc1 do in these assays?
Myeloid diff 2: inactive; RSV CPE inhibition: 0.9%; SV40 large T antigen: 1.8%; MgcRacGAP inhibition: 5.9%; TNAP activation fold: 1.1; UTI89 phage lysis: 0.6%; PhoP inhibition: 5.5%; NTR1 ag: 0.9; T cell modulator: inactive; T cell modulator vesicle-bound %: 35.8; NTR1 ag cell count 20 µM: 37; Myeloid diff 2 GFP+ MAC1+ %: 0.5

Source: PubChem BioAssay

Rows are unselected. Share with any hit: about 2.3%.
